# HCV NS3 hel inh: blocks Hepatitis C virus NS3 helicase unwinding | NS3 helicase DNA unwinding, Cy5 molecular beacon fluorescence | inhibition, % at 10.9 µM | actives 0.56% (n = 290,000) | AID 1800;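 active = inhibition above the mean of all tested compounds plus 3 SD, set per campaign, cut at about 35% in these data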;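 also: 0% = DMSO wells and 100% = thioflavine S control wells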
#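 Test system: hepatitis C virus NS3 helicase domain fragment enzyme. Also added: annealed dual-labelled DNA beacon duplex, ATP-started. Timing: 60 min unwinding reaction at 25 °C after ATP addition. Technique: Cy5 fluorescence. Measure: % inhibition of unwinding.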
# FID counter: counter-screen for HCV NS3 helicase inhibitors: DNA intercalator displacement; DNA fluorescent intercalator displacement, fluorescence; inhibition, % at 7.9 µM; actives 0.17% (n = 290,000); AID 1845; in the data active = inhibition above about 37%;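 also: 0% = vehicle and 100% = reference compound; higher means more ethidium bromide displaced from hairpin DNA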
# GalR3 antag: antagonists of human GalR3; inhibition, % at 3 µM; HEK293 GalR3-CNG cAMP membrane potential fluorescence; galR3 body fused to GalR1 C-terminus; actives 0.44% (n = 360,000); O60755; AID 651719;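 active = inhibition above the screen-wide average plus 3 SD, cut at about 13% in these data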;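 also: forskolin and galanin both at EC90 stimulate the cells; cAMP rise reported by CNG channel membrane potential dye signal; 0% = forskolin plus galanin with DMSO and 100% = forskolin alone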
# Target sequence (O60755 1-299 limits assumed): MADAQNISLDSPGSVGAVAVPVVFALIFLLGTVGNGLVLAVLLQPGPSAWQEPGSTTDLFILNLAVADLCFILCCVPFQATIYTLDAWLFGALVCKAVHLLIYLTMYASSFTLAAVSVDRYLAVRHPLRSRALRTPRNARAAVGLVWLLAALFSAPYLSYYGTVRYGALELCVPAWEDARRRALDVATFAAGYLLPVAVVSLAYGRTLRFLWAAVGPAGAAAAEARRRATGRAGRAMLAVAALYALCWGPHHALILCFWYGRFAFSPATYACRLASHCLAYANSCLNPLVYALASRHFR
# VIM-2 inhibitor: blocks Pseudomonas aeruginosa VIM-2 metallo-beta-lactamase | actives 0.89% (n = 290,000) | purified VIM-2, nitrocefin hydrolysis, epi-absorbance fluorescence | inhibition, % at 5.6 µM;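 active = inhibition above the mean of all tested compounds plus 3 SD, cutoff set per screening run, cut at about 7.5% in these data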;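 also: red hydrolysis product quenches plate fluorescence so inhibitors raise well fluorescence; 0% = enzyme with DMSO and 100% = DMSO without enzyme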
# IMP-1 inhibitor: blocks Pseudomonas aeruginosa IMP-1 metallo-beta-lactamase; purified IMP-1, nitrocefin hydrolysis, epi-absorbance fluorescence; inhibition, % at 5.6 µM; actives 0.45% (n = 290,000); AID 1556;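 active = inhibition above the mean plus 3 SD of all compounds in the same screening run, cut at about 4.5% in these data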;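 also: 0% = IMP-1 with DMSO and 100% = DMSO wells lacking enzyme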
#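 Assay system: purified IMP-1; Quantity: IMP-1 0.2 nM before substrate addition; Medium: HEPES buffer pH 7.1 with ZnSO4 and Brij 35; Incubation: 15 min enzyme–compound preincubation, then 25 min nitrocefin reaction, 25 °C; Signal: fluorescence quenching readout, ex 480/em 530 nm; Controls: DMSO with and without IMP-1; Repeats: singlicate testing.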
# V1R ag counter: counter-screen for oxytocin receptor agonists: human V1a receptor agonists. P37288. CHO-V1R cells, Fluo-8 calcium fluorescence, agonist mode; 0% DMSO, 100% 3 nM vasopressin. activation, % at 3 µM. actives 0.25% (n = 320,000). AID 2797;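 active = activation above the mean activation of all tested compounds plus 3 SD, per screening run, cut at about 20% in these data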;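 also: signal is peak over basal fluorescence ratio across a 100 second FLIPR read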
# PHOSPHO1 inh: inhibitors of human PHOSPHO1 phosphatase; Q8TCT1; recombinant PHOSPHO1, absorbance phosphatase assay; inhibition, % at 13.3 µM; actives 1.1% (n = 290,000); in the data active = inhibition above about 60%
# Target sequence (Q8TCT1 whole entry, looked up): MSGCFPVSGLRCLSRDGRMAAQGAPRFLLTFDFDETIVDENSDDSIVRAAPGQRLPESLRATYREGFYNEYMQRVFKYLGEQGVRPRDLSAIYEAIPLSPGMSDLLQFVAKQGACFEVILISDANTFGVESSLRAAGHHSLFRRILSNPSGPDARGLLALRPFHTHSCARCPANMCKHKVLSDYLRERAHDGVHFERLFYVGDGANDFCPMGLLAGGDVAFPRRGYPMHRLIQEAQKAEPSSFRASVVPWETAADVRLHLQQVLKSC
# OXTR agonist: agonists of human oxytocin receptor; P30559; CHO-OTR cells, Fluo-8 calcium fluorescence; normalized: DMSO 0%, oxytocin 100%; activation, % at 3 µM; actives 0.32% (n = 320,000); AID 2435;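 active = activation above the mean of all tested compounds plus 3 SD, cutoff set per screening run, cut at about 20% in these data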;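 also: peak over basal fluorescence ratio from a 100 s FLIPR kinetic read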
# Target sequence (P30559 whole entry, looked up): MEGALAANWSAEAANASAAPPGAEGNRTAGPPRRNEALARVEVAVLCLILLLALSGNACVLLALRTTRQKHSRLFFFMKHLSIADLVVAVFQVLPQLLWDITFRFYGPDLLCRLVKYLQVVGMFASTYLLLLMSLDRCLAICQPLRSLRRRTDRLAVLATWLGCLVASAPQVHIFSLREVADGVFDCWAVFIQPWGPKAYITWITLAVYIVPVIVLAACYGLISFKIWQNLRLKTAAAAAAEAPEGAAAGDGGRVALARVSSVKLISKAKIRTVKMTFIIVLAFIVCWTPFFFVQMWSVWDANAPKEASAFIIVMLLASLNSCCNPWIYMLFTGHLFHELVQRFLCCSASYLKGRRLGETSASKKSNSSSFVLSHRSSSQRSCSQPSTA
# GPR7 antag: blocks human GPR7 receptor signaling | P48145 | GPR7-expressing cells, fluorescence antagonist assay | inhibition, % at 4.4 µM | actives 1.1% (n = 290,000); in the data active = inhibition above about 16%, passing the limit was not always enough;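 also: cells stimulated with the agonist NPW; 0% = agonist with vehicle and 100% = vehicle without agonist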
# An asterisk follows results filed as active; . = no result given.
SMILES,HCV NS3 hel inh,FID counter,GalR3 antag,VIM-2 inhibitor,IMP-1 inhibitor,V1R ag counter,PHOSPHO1 inh,OXTR agonist,GPR7 antag
COc1ccc(CNC(=O)c2nn(-c3ccccc3)cc2OC)cc1,-4.9,-28.1,-2.0,-0.4,-2.3,0.0,8.0,-1.2,-1.6
COC(=O)Cc1ccc(NC(=S)NCCCO)cc1,-3.0,-0.5,-3.1,-4.3,-2.3,1.1,32.2,0.6,-9.2
CCN=C1SCC(=O)N1c1ccc(OC)cc1,9.0,0.2,-2.2,-4.6,-4.0,0.6,32.2,0.3,-3.2
CC1CCN(c2cc(N3CCOCC3)c(F)cc2[N+](=O)[O-])CC1,-8.5,5.6,1.9,-2.4,-0.2,0.0,17.6,-2.7,-3.5
CC1CCCC(C)N1C(=O)COC(=O)C(Cc1ccccc1)NC(=O)c1cccs1 (stereo unspecified),4.1,-33.9,1.5,0.2,-0.4,0.3,-33.7,-1.5,16.1
N#C/C(=C\c1ccc(Cl)c([N+](=O)[O-])c1)c1ccccn1,-1.4,3.8,-3.7,-1.6,-2.2,-0.3,38.9,-1.6,-6.0
COc1ccc(-c2nc3ccccc3n2Cc2ccccc2)cc1,-4.3,-19.4,-3.4,-2.9,-2.7,-0.6,4.6,-2.4,4.2
O=C(Nc1cccc(F)c1)NC1CCN(Cc2ccccc2)CC1,-2.6,7.5,-3.9,-1.1,0.3,1.4,43.7,1.4,-9.7
COc1ccc(/C=C(\C#N)C(=O)Nc2cc(S(=O)(=O)N3CCOCC3)ccc2N2CCCC2)cc1,13.8,-7.3,1.2,-4.3,-1.9,-1.1,-11.7,-1.4,-15.4
CCN(C(=O)CN1c2ccccc2CC1C)c1c(N)n(Cc2ccccc2)c(=O)[nH]c1=O (stereo unspecified),5.3,-8.6,-1.2,-2.2,-3.0,0.9,21.0,1.0,-10.2
O=C(NC(=O)N1CCN(c2cccc(Cl)c2)CC1)c1ccccc1,7.0,-1.3,-6.9,-1.0,-2.5,0.3,-3.4,0.0,-0.8
CCOC(=O)c1c(C)c(C#N)c2c3ccccc3ccn12,4.3,-0.5,0.6,-5.1,-5.0,0.3,7.1,0.1,-2.5
Cn1c(=O)oc2cc(S(=O)(=O)N3CCC(C(=O)N4CCc5ccccc5C4)CC3)ccc21,6.6,-0.8,1.6,-3.6,2.0,-0.1,-11.5,1.8,-13.4
Cc1ccc(S(=O)(=O)c2ncccc2N)cc1,0.4,1.2,-11.3,-3.0,-3.1,0.4,32.7,0.9,-8.6
COc1ccc(C(CC(=O)Nc2ccc(C)cc2)NC(=O)C(F)(F)F)cc1 (stereo unspecified),4.6,0.8,1.3,-4.2,-3.6,3.3,-23.5,0.7,-9.2
COc1ccccc1C1CC(c2ccc(NS(C)(=O)=O)cc2)=NN1S(=O)(=O)c1ccccc1 (stereo unspecified),-15.7,-31.0,-9.4,-2.9,-2.0,0.8,32.9,1.4,-7.3
COc1ccc(C(=O)N2CCCC(c3nc(-c4ccc(OC)c(OC)c4)no3)C2)c(OC)c1 (stereo unspecified),-8.9,-49.1,-5.3,-5.8,-3.3,0.3,2.3,0.0,8.6
Cc1ccc2ccc(S(=O)(=O)n3nc(C)cc3C)cc2c1,-8.3,-13.6,-9.4,-3.6,-1.6,-0.6,-6.9,-0.2,-9.0
CCCC(=O)N1CCN(c2ccc(NC(=O)c3ccccc3)cc2)CC1,-1.1,-16.9,-3.2,-2.4,-0.8,-0.2,-23.4,-0.4,8.1
CCN(CC)CCCN(Cc1cc2cc3c(cc2[nH]c1=O)OCO3)C(=S)Nc1ccccc1,-2.2,26.6,-2.0,-1.7,-0.4,1.0,-8.7,-0.3,-5.8
COc1cc2c(cc1OC)C(c1ccc(SC)cc1)CC(=O)N2 (stereo unspecified),14.8,-21.4,-10.1,-0.7,-3.5,2.9,14.1,2.0,14.1
COc1ccc(-c2nnc3ccc(SCC(=O)Nc4nccs4)nn23)cc1OC,9.7,-10.6,-2.7,1.1,-0.5,-0.1,4.9,-0.6,-5.6
O=C(NCc1ccccc1Cl)c1ccc2c(=O)n(CC3CCCO3)c(=S)[nH]c2c1 (stereo unspecified),14.7,-37.0,-3.6,-3.5,-2.0,-0.4,-17.4,-0.4,-1.6
O=C(NCc1cccs1)c1cc(-c2ccccc2)nc2ccccc12,-5.0,-17.8,-9.7,-1.7,-3.4,-0.7,0.3,-0.4,-3.3
Cc1ccc(S(=O)(=O)N2CCCCC2)cc1C(=O)NCCc1ccccc1,-6.9,-30.5,1.0,-0.6,-3.0,1.0,-21.0,-0.8,-11.3
O=C1C(Oc2ccccc2)C(c2cccs2)N1Cc1ccc2c(c1)OCO2 (stereo unspecified),0.1,-7.8,-8.0,-1.9,-2.3,3.3,39.3,1.0,-11.1
O=S(=O)(Nc1ccc(C(F)(F)F)cc1)c1cnc[nH]1,1.2,3.3,-2.9,-1.5,-1.9,0.9,41.3,0.2,-8.4
CCOc1ccc(S(=O)(=O)N(C)c2ccc(OCC(=O)NCC3CCCO3)cc2)cc1 (stereo unspecified),-4.5,-29.5,-6.2,-2.4,-2.8,-0.1,27.1,-0.1,5.7
COc1ccc(CCNC(=O)C2CCCN(S(C)(=O)=O)C2)cc1 (stereo unspecified),11.1,-7.1,-2.8,-2.7,-2.3,0.6,34.3,1.1,-19.7
O=c1[nH]c(SCc2nc3ccccc3c(=O)n2-c2ccccc2C(F)(F)F)nc2ccccc12,-16.4,-17.1,2.7,-5.0,-3.6,0.0,-6.9,-0.8,2.4
COc1ccc(-c2noc(CSc3nnc(CCc4ccccc4)n3-c3ccccc3)n2)cc1OC,-14.1,-37.7,-6.6,-1.7,-1.7,1.9,-17.6,0.9,-2.9
Cc1cccc(OCCCC(=O)O)c1C,16.5,-7.9,-0.7,2.0,1.1,1.0,7.3,0.2,-5.6
CC(=O)c1cccc(NC(=O)CNC(=O)c2cc3ccccc3o2)c1,3.9,-12.6,-8.0,-2.0,-1.2,0.5,22.3,-0.6,-8.6
CCOC(=O)c1sc(-c2ccc(F)cc2)cc1N,-7.4,1.2,-6.0,-5.5,-0.3,-0.9,-1.3,-2.2,-1.7
CC(C)C(=O)N1CCN(c2ccccc2NC(=O)Cc2ccc(Cl)cc2)CC1,0.8,-21.9,-2.4,-2.0,-2.2,-0.9,8.7,-1.0,28.6*
CCC(C)c1ccc(NC(=S)Nc2ccc(OC)cc2C)cc1 (stereo unspecified),-8.6,0.9,2.5,1.0,2.0,0.3,-3.9,-1.4,5.3
O=C(c1nc2ccc(Cl)cn2c1CN1CCC[C@H]1CO)N1CCCCCCC1,18.8,-23.5,0.4,-1.3,-0.5,0.2,27.6,0.4,-4.1
Cc1csc(OCc2ccc(C#N)cc2)n1,4.4,-0.2,1.2,-1.0,-2.7,0.0,7.0,1.7,-8.3
COc1ccc(OCC(=O)Nc2ccc3c(c2)nc(CCN2CCOCC2)n3C)cc1,-0.3,-9.3,-2.7,-4.8,-5.7,0.9,8.7,0.2,-15.7
CC(C)(C)C(=O)Nc1ccc(C(=O)NNC(=O)c2ccccc2)cc1,3.2,0.6,-3.4,-0.9,-1.1,1.2,4.0,0.1,8.1
O=C1N/C(=C/c2ccc(N3CCCC3)cc2)C(=O)N1c1ccccc1,-6.5,6.2,-2.3,0.5,-0.6,3.6,4.7,2.4,3.7
COC(=O)c1sc2nc(CN3CCN(c4cccc(C(F)(F)F)c4)CC3)[nH]c(=O)c2c1C,8.1,0.5,-7.7,-2.0,-3.2,0.2,3.4,0.4,-7.2
CCOC(=O)CN1N=C(c2ccc(Cl)s2)CSC1=O,-0.3,-12.2,-2.7,-1.5,-2.2,-0.7,-20.2,-3.2,-0.9
O=S(=O)(Cc1ccccc1)N1CCC(N2CCN(c3ccccc3)CC2)CC1,-5.2,-1.7,-6.3,-3.6,-2.7,2.4,10.8,2.1,8.4
O=C(NCCCN1CCOCC1)c1cc(-c2ccc(O)cc2)on1,3.6,5.4,.,-3.9,-4.2,1.4,-6.0,1.3,-4.1
COc1ccc(-c2ncncc2-c2ccc(OC)c(OC)c2)c(O)c1,11.7,-31.7,-0.4,-2.5,-2.8,.,5.3,.,6.0
COC(=O)c1ccccc1SC1CC(=O)N(c2ccccc2)C1=O (stereo unspecified),10.2,5.7,-1.1,1.0,1.9,1.1,6.2,-0.3,-0.9
CCOc1ccc(C(=O)NC(C(=O)NCCc2ccc(OC(F)F)cc2)C(C)C)cc1 (stereo unspecified),-10.3,-21.5,-12.2,-2.9,-1.3,0.0,31.9,-0.2,-6.3
CCCn1c(SCC(=O)Nc2ccc(Cl)cc2)n[nH]c1=O,-2.0,-6.1,-3.0,-0.5,-1.2,0.2,-0.8,-0.2,-5.4
Cc1nnc(Sc2c(-c3ccccc3)c3ccc(Cl)cc3[nH]c2=O)s1,-2.3,-5.2,-1.5,-0.2,-2.9,0.7,40.8,1.3,0.7
Cc1c([N+](=O)[O-])cc(C(=O)Oc2cccc(C(=S)N3CCOCC3)c2)cc1[N+](=O)[O-],-2.4,0.8,-4.3,0.0,-1.5,-0.3,-3.0,-0.6,-10.1
O=C1NC2=C(C(=O)CCC2)C(c2ccccc2[N+](=O)[O-])N1 (stereo unspecified),5.3,-3.9,-10.8,-3.8,-2.4,0.2,15.0,0.9,-14.7
C#CCOCCOCCOCCNc1nc(N2CCOCC2)nc(N2CCN(C(=O)[C@H](Cc3ccc(O)cc3)n3cc([C@@H](N)C(C)CC)nn3)CC2)n1 (stereo partly specified),-8.3,18.7,-4.9,-2.6,-3.2,0.8,43.7,3.1,-9.6
Cc1ccc2[nH]c(=O)c(CN(C(=O)c3cccs3)c3ccccc3)cc2c1,4.1,-12.5,-4.8,-3.9,-5.3,0.9,0.3,-2.6,2.6
COc1ccc(Cl)cc1C(=O)N1CCN=C1SC,-3.1,-2.3,-0.6,4.3,0.8,0.2,-26.1,-1.3,11.0
COC(=O)Cc1c(O)ccn(Cc2ccc(F)cc2)c1=O,7.6,0.6,-2.1,2.0,-1.4,0.4,34.6,0.6,1.5
Cc1c(NC(=S)NC(=O)c2cc3ccccc3o2)c(=O)n(-c2ccccc2)n1C,10.4,-16.8,-4.6,-1.8,-1.5,-1.2,-6.2,-0.9,-10.2
